# Screening results deposited in PubChem BioAssay by several laboratories.
# SIAE primary – human SIAE inhibition, primary screen | Q9HAT2 | SIAE FP-Rh probe binding, fluorescence polarization | inhibition, % at 9.66 µM | actives 0.69% (n = 370,000) | AID 1053197;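 active = inhibition above a cutoff: mean of compounds within the control limits plus 3 SD of those, cut at about 17% in these data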;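 also: 0% = plate median of compound wells and 100% = probe without SIAE protein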
# HTRA1 inh – blocks human HTRA1 serine peptidase; actives 0.5% (n = 340,000); inhibition, % at 5.96 µM; Q92743; recombinant HTRA1, FP-rhodamine activity-based probe, fluorescence polarization; in the data active = inhibition above about 36%;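 also: 0% = enzyme with DMSO and 100% = wells lacking enzyme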
# MBD2 DNA inh – blocks human MBD2 binding to methylated DNA | Q9UBB5 | AID 686964 | actives 0.31% (n = 370,000) | inhibition, % at 4.4 µM | TR-FRET, MBD2 binding to methylated oligonucleotide; in the data active = inhibition above about 13%
# PRMT1 inh – PRMT1 (human) inhibition, primary screen | recombinant PRMT1, activity-based probe fluorescence polarization | actives 1.3% (n = 370,000) | AID 652257 | inhibition, % at 2.79 µM | Q99873;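 active = inhibition above about 21% made by adding two undisclosed values, limit read from the data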
# Target sequence (Q99873 whole entry, looked up): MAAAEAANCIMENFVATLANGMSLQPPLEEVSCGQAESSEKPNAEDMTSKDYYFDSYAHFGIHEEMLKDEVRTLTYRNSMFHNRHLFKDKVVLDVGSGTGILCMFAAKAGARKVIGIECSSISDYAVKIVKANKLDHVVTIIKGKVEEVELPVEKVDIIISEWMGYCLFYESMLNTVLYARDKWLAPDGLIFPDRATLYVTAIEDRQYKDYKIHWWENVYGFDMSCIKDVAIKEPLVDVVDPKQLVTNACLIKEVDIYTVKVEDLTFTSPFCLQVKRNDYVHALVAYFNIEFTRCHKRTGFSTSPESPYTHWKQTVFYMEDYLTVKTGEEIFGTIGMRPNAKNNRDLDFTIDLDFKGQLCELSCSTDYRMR
# NPR2 activator – GC-B (human) receptor activation | P20594 | HEK293-GC-B cells, CNP EC30, cGMP TR-FRET; 0% at EC30 CNP, 100% saturating CNP | activation, % at 10 µM | actives 0.11% (n = 370,000);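 active = activation at 10 µM reaching about 35% in either raw or pattern-adjusted values, limit read from the data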
# GC-A act – GC-A (human) enzyme activation; AID 1671463; HEK293 GC-A cells, cGMP TR-FRET, EC30 ANP; 0% at EC30 ANP, 100% saturating ANP; activation, % at 10 µM; actives 0.14% (n = 370,000); P16066; in the data active = activation above about 40%
# UHRF1 MBD2 ctr – UHRF1 methyl-DNA binding inhibition; AID 687016; UHRF1 binding to methylated oligo, TR-FRET; inhibition, % at 4.4 µM; actives 0.75% (n = 370,000); in the data active = inhibition above about 21%;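 also: UHRF1 SRA domain binding a hemimethylated CpG hairpin DNA probe; 0% = median of test compound wells and 100% = reference inhibitor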
# ABHD4 inh – ABHD4 (mouse) inhibition, primary FP screen; purified mABHD4, FP-Rh probe fluorescence polarization; Q8VD66; AID 720543; actives 0.54% (n = 370,000); inhibition, % at 8.92 µM;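 active = inhibition exceeding the mean over every tested compound plus 3 SD, cut at about 30% in these data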;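 also: 0% = plate median of compound wells and 100% = S159A mutant with DMSO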
# Target sequence (Q8VD66 whole entry, looked up): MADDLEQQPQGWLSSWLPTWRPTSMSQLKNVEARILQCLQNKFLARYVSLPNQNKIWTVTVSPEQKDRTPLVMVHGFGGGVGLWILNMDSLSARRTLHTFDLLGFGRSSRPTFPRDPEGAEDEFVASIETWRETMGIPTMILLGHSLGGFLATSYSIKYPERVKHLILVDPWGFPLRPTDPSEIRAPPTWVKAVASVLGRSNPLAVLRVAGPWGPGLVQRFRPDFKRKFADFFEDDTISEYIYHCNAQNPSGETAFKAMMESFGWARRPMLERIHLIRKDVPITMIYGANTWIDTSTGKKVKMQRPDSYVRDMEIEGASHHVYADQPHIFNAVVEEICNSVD
#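 Material: mouse ABHD4 enzyme, wild type; Benchmarks: S159A mutant high control, sample median low control; Buffer or medium: HEPES pH 7.0, NaCl, Pluronic buffer; Signal: fluorescence polarization; Read-out: percent inhibition of probe binding, normalized to plate controls; Timing: pre-incubation 45 min, probe exposure 60 min, at 25 °C; Dosing: 8.92 µM, single dose.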
# rCAG RNA binder – binds r(CAG) RNA repeats; r(CAG) RNA repeat, TO-PRO-1 dye displacement fluorescence; inhibition, % at 3 µM; actives 1.3% (n = 370,000);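 active = inhibition above the plate cutoff, the mean of all test compounds on that plate plus 3 SD, cut at about 35% in these data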;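 also: 0% = DMSO alone and 100% = 100 µM mitoxantrone as full dye displacement; higher means more dye released from RNA so lower well fluorescence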
# TCR-CD3 inh – inhibitors of human TCR-CD3 interaction | TAMRA-labeled TCR probe fluorescence, biochemical | inhibition, % at 9.4 µM | actives 0.37% (n = 360,000); in the data active = inhibition above about 19%;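 also: recombinant mutant TCR 2C K166C tagged with TAMRA read by polarization; 0% = receptor in buffer alone and 100% = receptor with positive control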
# * marks the source's active call; other numbers are inactive results; . = no result given. A portion of the library; the hit share may differ from the screen's.
molecule,SIAE primary,HTRA1 inh,MBD2 DNA inh,PRMT1 inh,NPR2 activator,GC-A act,UHRF1 MBD2 ctr,ABHD4 inh,rCAG RNA binder,TCR-CD3 inh
COc1ccccc1N1CCN(C(=O)C(=O)N/N=C/c2cccc(O)c2)CC1,3,-3,0,-2,-5,-4,-2,0,-1,2
CN(C(=O)COC(=O)c1ccc2c(=O)n3c(nc2c1)CCC3)C1CCS(=O)(=O)C1 (stereo unspecified),-4,4,3,-3,0,2,0,-2,-2,1
Cc1ccc(C(=O)N/N=C/c2cccc(OC(=O)/C=C/c3ccco3)c2)cn1,-5,.,1,-1,-4,-7,10,-5,1,4
COCCN1C[C@@H](CO)O[C@@H](n2cnc3c(NC(C)C)ncnc32)C1,-6,.,0,-2,-2,5,-1,1,0,1
C/C(N)=C(/C#N)C(=O)CSc1cc(C)c2cc(C)cc(C)c2n1,-9,-17,-5,-3,-2,-7,-1,-5,5,4
CCCS(=O)(=O)NC(=O)C1(C)CCCN(C(=O)c2c(F)cccc2F)C1 (stereo unspecified),-2,.,0,1,4,5,2,3,1,-6
O=C(Cn1ncc2c3ccccc3n(Cc3ccc(F)cc3)c2c1=O)N1CCN(c2ncccn2)CC1,-4,-33,3,-4,9,7,-3,-8,-6,3
O=C(Nc1ccccc1)C1=C[C@H](C2CCCCC2)C[C@H](OCc2ccc(CO)cc2)O1,-8,-58,-1,1,-6,0,5,-26,2,-2
CCOc1ccc(NS(=O)(=O)c2ccc3[nH]c(=O)[nH]c3c2)cc1,-4,10,3,-3,0,0,1,5,-1,-7
O=C(CSc1nccn(-c2ccc3c(c2)OCCO3)c1=O)Nc1ccccc1,9,-1,3,45*,3,4,-3,6,2,-5
Cc1ccc(S(=O)(=O)NCCN2CCOCC2)cc1,0,6,-4,-1,2,8,0,5,1,3
O=C(NCc1ccco1)c1ccc(CS(=O)Cc2cccc(Cl)c2)o1 (stereo unspecified),-4,-2,-5,3,8,0,-1,6,0,0
CCCC1CC(C)(C(=O)Cn2[nH]c(=O)ccc2=O)OC1=O (stereo unspecified),0,-2,-1,0,2,1,3,-3,0,-1
Cc1ccc(SCC(=O)N2c3ccccc3Sc3ccccc32)cc1,3,-28,-1,-4,-5,-6,1,-18,2,2
O=C(CC(C(=O)O)c1cccc(Cl)c1)c1ccccc1 (stereo unspecified),3,17,-5,-2,1,3,-1,-2,1,2
Cc1ccc(NCCC(=O)c2cccs2)cc1C,8,-1,1,11,-4,2,0,6,-3,8
CCCn1c(CCl)nc2cc(S(=O)(=O)N3CCOCC3)ccc21,-4,6,4,2,1,4,-2,-3,4,4
Cc1ccc2occ(/C=C/C(=O)O)c(=O)c2c1,8,-2,2,1,1,-2,1,8,-3,1
COc1cccc(C2C3=C(CCCC3=O)Nc3nc(-c4cc(OC)c(OC)c(OC)c4)nn32)c1 (stereo unspecified),-2,4,-1,-2,-6,-1,0,-4,-2,3
COc1ccc(C(=O)C2CCCN(Cc3ccc4nonc4c3)C2)cc1F (stereo unspecified),2,-7,-1,2,1,1,1,2,-5,0
O=C(CCc1ccccc1)NCCC1=CCCCC1,-9,-5,9,-1,-2,-3,4,-6,-6,-9
COc1ccc(-c2noc(CN(C)C(=O)CCCN3C(=O)[C@H]4CC=CC[C@H]4C3=O)n2)cc1,4,4,6,6,-1,4,1,8,0,0
Oc1cccc2c(-c3nn[nH]n3)ccnc12,4,2,-2,1,-2,2,-4,6,0,-3
COC(=O)c1cc(NC(=O)C2(S(=O)(=O)c3ccc(C)cc3)CC2)cc(C(=O)OC)c1,-5,-6,0,-5,-3,-7,-2,-16,0,1
Cn1cccc1C(=O)OCC(=O)N1CCc2ccccc21,3,2,1,-2,0,1,5,3,3,2
Cc1cc(C(=O)N2CCN(C(c3ccccc3)c3ccccc3)CC2)no1,0,-1,2,1,0,-2,0,-5,-12,3
Cc1ccc(CNC(=O)CN(c2ccc(C)cc2)S(=O)(=O)c2c(C)nn(C)c2C)cc1,7,4,-3,-3,-1,5,2,0,-8,12
CS(=O)(=O)c1ccc(-c2cc(NC=O)c3ncc(-c4ccc(F)cc4)n3c2)cc1,-5,.,-1,2,4,2,2,-5,12,1
Cc1ccccc1-n1ccnc1SCC(=O)O,-1,1,-4,-1,1,-4,4,-6,1,-12
O=C(OCc1c(-c2ccccc2)ncc2ccccc12)c1cccs1,-5,-5,3,1,13,22,-1,4,0,7
CN(CC(=O)N(C)CC(=O)Nc1c(Cl)cccc1Cl)Cc1ccccc1F,8,-1,4,-4,1,-1,-1,2,0,8
O=C(CN1N=C(C(F)(F)F)CC1(O)c1ccc([N+](=O)[O-])cc1)c1ccccc1 (stereo unspecified),0,-15,-3,-1,-3,2,1,-9,0,0
N#Cc1c2ccc(OCC(=O)NCc3ccco3)cc2n2ccccc12,1,-5,-2,15,-9,-51,6,19,7,1
COc1ccc(OC)c2c1cc(C(=O)N[C@H](C(=O)N1CCC[C@H]1C(=O)O)C(C)C)n2C,-1,-5,-1,-8,1,-1,-2,1,10,-2
CC(/C=N/NC(=O)Cn1cnc2ccccc21)=C\c1ccccc1,-4,-11,-1,-2,-5,-2,2,0,-6,4
CC(=O)NS(=O)(=O)c1cccnc1Nc1cccc(Cl)c1C,-3,5,1,3,2,3,1,4,3,1
COc1ccc(N/C=C(\C2OC(=O)c3ccccc32)[N+](=O)[O-])cc1 (stereo unspecified),6,-10,-1,9,-4,4,2,4,0,5
COc1cccc(NC(C)C(=O)N2CC(C)OC(C)C2)c1 (stereo unspecified),-7,-2,0,4,7,3,1,-2,0,-1
COc1ccc(C(=O)COC(=O)c2nc3nccc(C)n3n2)cc1F,8,-2,-8,3,6,1,-3,8,6,-6
Cc1ccc(NC(=O)C2Cc3ccccc3O/C2=N\O)cc1C (stereo unspecified),4,-7,3,-3,-2,-2,21*,1,4,2
O[C@H]1C[C@H](c2ccc(Cl)cc2)N(CC2CCCCC2)C[C@@H]1n1cc(C2CC2)nn1,-10,-66,-2,1,-7,-13,-1,-17,5,7
O=C(CSc1nnc(-c2cccnc2)n1-c1ccc(Cl)cc1)Nc1ccccc1-c1ccccc1,2,.,-1,-2,-7,-13,1,2,2,.
Cc1nc2ccc(NC(=O)c3cc(Cl)ccc3F)cc2c(=O)[nH]1,2,.,1,-3,-9,2,-2,-7,1,.
COc1cc(F)cc(-c2ccc3c(c2)c(C#Cc2ccsc2)c(-c2cc(OC)cc(OC)c2)n3C)c1,-11,-1,4,0,-1,2,2,13,12,2
Cc1sc2nc(CSc3nc4ccccc4c(=O)n3CCCN3CCOCC3)[nH]c(=O)c2c1C,-12,-15,-1,1,-1,9,3,-3,-3,-1

# UHRF1 MBD2 ctr, what is marked active above.
Compound,SIAE primary,HTRA1 inh,MBD2 DNA inh,PRMT1 inh,NPR2 activator,GC-A act,UHRF1 MBD2 ctr,TCR-CD3 inh
Cc1ccc(NC(=O)C2Cc3ccccc3O/C2=N\O)cc1C (stereo unspecified),4,-7,3,-3,-2,-2,21*,2

# (further entries)
molecule,SIAE primary,HTRA1 inh,MBD2 DNA inh,PRMT1 inh,NPR2 activator,GC-A act,UHRF1 MBD2 ctr,ABHD4 inh,rCAG RNA binder,TCR-CD3 inh
COc1ccc(C(CNC(=O)COc2ccccc2OC)N2CCCCC2)cc1 (stereo unspecified),-5,-1,-1,-3,-2,-9,0,-6,-9,1
Cc1cccc(NC(=O)/C(C#N)=C/c2ccccc2O)n1,6,-1,-1,-1,0,-1,-3,-1,1,-1
CCCCNC(=O)C1CCCN1C(=O)NCc1ccccc1OC (stereo unspecified),-4,.,3,-1,5,3,0,1,0,.
CCOC(=O)c1[nH]c2c(c1-c1ccccc1)C(=O)CC(c1ccccc1)C2 (stereo unspecified),-4,-2,0,2,-12,3,-1,6,2,9
O=C(c1ccc(Cl)cc1)C1CCN(C(=O)N2CCOCC2)CC1,-5,8,4,0,3,-2,-1,8,-5,-1
CC1CCCN(CCCNC(=O)c2ccc3c(c2)N(Cc2ccccc2F)C(=O)c2ccccc2S3(=O)=O)C1 (stereo unspecified),-4,2,-1,1,-1,-2,1,-5,0,0
COc1ccc(NC(=O)CN(C)C(=O)Cc2ccsc2)cc1,1,3,-4,-4,-2,1,-2,1,0,4
Cc1ccc(/C=N\NC(=O)CCc2n[nH]c(=O)[nH]c2=O)o1,-2,3,-6,2,0,1,-1,-5,-1,-3
C[C@@H]1CN([C@@H](C)CO)C(=O)CCCn2nncc2CO[C@H]1CN(C)S(=O)(=O)c1ccccc1C#N,6,-5,0,0,3,3,1,-3,4,-4
Cc1ccc(OCCCC(=O)Nc2ccc(S(=O)(=O)N3CCOCC3)cc2)cc1,0,-9,-1,-1,1,1,0,-6,4,1
COc1ccc(CCNc2oc(-c3ccccc3OC)nc2C#N)cc1,1,-16,-4,3,-27,-20,1,-3,0,9
CCOc1cc(/C=C/C(=O)N(CC)CC(=O)NCc2cccs2)cc(Cl)c1OC,3,2,-5,2,-2,-1,0,1,-4,0
O=S(=O)(NCCc1ccccn1)c1ccc(F)c(F)c1,0,0,-3,-1,4,1,-1,6,-4,11
O=S(=O)(/C=C/C=C/S(=O)(=O)c1ccccc1)c1ccccc1,-2,-1,3,25*,13,12,0,2,4,7
Cc1ccc(OCC(=O)N2CCN(C(=O)c3cccs3)CC2)cc1,5,-4,-3,-2,4,3,-1,4,-7,7
COc1ccc(CC(=O)Nc2ccc(C)c(S(=O)(=O)N3CCCCCC3)c2)cc1,-11,-13,2,-3,3,1,-4,-16,6,-4
COc1ccc(NC(=O)CCS(=O)(=O)c2ccc3c(c2)CCN3C(C)=O)cc1,2,0,8,6,0,-1,7,-3,0,-8
O=C(c1cccc(OC2CCN(Cc3cc(F)cc(F)c3)CC2)c1)N1CCCC1,1,4,4,3,-1,-1,1,5,-12,1
Cc1cc(C)c2c(SC(C)C)nc(N)nc2n1,-3,-3,-5,-2,0,3,-1,-8,30,9
CC1(C)NC(=O)N(CC(=O)N2CCCC(C(F)(F)F)C2)C1=O (stereo unspecified),-9,2,0,-1,2,2,-1,10,0,0
CCCCCCc1cc2cc(-c3nnc(-c4ccccc4)o3)c(=O)oc2cc1O,-14,2,-6,-1,.,.,-2,-3,-3,6
COc1ccc(S(=O)(=O)Oc2cccc(/C=N/N=C3/NC(=O)C(CC(=O)O)S3)c2)cc1 (stereo unspecified),-6,2,5,3,-5,-1,0,4,27,11
Cc1nn(Cc2ccc(Cl)cc2)c(Cl)c1/C=N/NC(=O)c1cccnc1,-4,-2,-6,-2,0,5,-3,1,-1,3
CC(C)NC(=O)N(C)C[C@H]1Oc2ccc(NC(=O)Nc3ccccc3)cc2C(=O)N([C@@H](C)CO)C[C@@H]1C,1,1,-4,-2,2,-1,5,-6,-4,-5
Cc1ccc(S(=O)(=O)N2[C@@H](c3ccc4c(c3)OCO4)C(C(=O)O)=C[C@H]2CC2CCCC2)cc1,-1,-19,-1,4,-12,-3,-2,-1,67*,-1
CCc1c(O)nc2sc3ccccc3n2c1=O,-3,12,1,0,4,1,4,4,-5,-5
